High-throughput results (PubChem BioAssay)
PMI inhibitors: inhibitors of human PMI, primary screen, biochemical, fluorescence intensity, coupled assay (AID 1209); 190,000 tested, 0.42% active; one-dose inhibition, % at 20 µM; IC50 in µM for titrated hits; purified PMI enzyme, coupled fluorescence intensity; higher % means a stronger effect;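 note: plate controls were DMSO vehicle for no effect and wells lacking substrate for full effect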
Yfh1-off respiration: mitochondrial function rescue without frataxin homolog – Friedreich's ataxia, plus single-dose screen, dose response (AID 1465) | S. cerevisiae Yfh1-off respiration, WST-1 reduction, 72 h; higher fold induction means a stronger effect | 220,000 tested, 0.074% active | fold induction at 50 µM, or EC50 in µM where a hit was titrated;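 active = fold induction of absorbance versus untreated yeast above a set limit, then at least 30% activation at any dose in follow-up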;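 note: activators that raise dye reduction in frataxin-depleted yeast; strong numbers were not always called active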
bCat nuc transl: alters nuclear translocation of beta-catenin in HeLa cells | AID 1665 | immunofluorescence imaging | nuclear translocation activity, % at 5 µM | 190,000 tested, 0.3% active;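 active = nuclear translocation activity above 50% at 5 µM, with a well cell count of 50 or more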;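 note: per-cell ratio of nuclear to cytoplasmic median beta-catenin stain intensity; plate controls were DMSO negative control for no effect and GSK-3 inhibitor IX positive control for full effect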
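Test system: human HeLa cells, native beta-catenin. Compound dosing: 5 µM primary single dose, 0.1% DMSO, 0.02–20 µM confirmation series. Incubation: compound exposure 24 h at 37°C. Detection: beta-catenin immunostaining with DAPI counterstain, 20x imaging, 6 fields/well. Read-out basis: Nuclear/cytoplasmic beta-catenin signal ratio, % activation.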
Dynein transport: dynein cargo transport inhibition; 3617.4 mouse cells, GR-EGFP nuclear translocation imaging; test concentration mostly 20 µM; stimulated with dexamethasone, 1 µM; active compounds read low; z-score, hits read low; 220,000 tested, 0.47% active; AID 1381;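 active = plate z-score of nuclear minus cytoplasmic receptor signal below a set negative limit, without overly bright fluorescence or cell loss, cut at about -3.5 in these data, passing the limit was not always enough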;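 note: z-score of nuclear minus cytoplasmic ring GR-EGFP intensity difference per well; some compounds called inactive have numbers as strong as hits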
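Medium: Induction medium lacking tetracycline, stripped serum | Probe or stimulus: 1.0 µM final dexamethasone stimulus | Schedule: 48 h induction, then 1 h compound, then 30 min agonist, 37 °C | Signal: Automated 10x imaging of fixed Hoechst-stained cells | Evaluation: Per-cell GR-EGFP intensity, nucleus versus surrounding cytoplasmic ring, well-averaged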
WT yeast gro inh: growth inhibition of WT yeast, mitochondrial fusion screen | AID 1362 | 190,000 tested, 2.1% active | mitochondrial fusion phenotypic screen, WT strain | inhibition, % at 10 µM; in the data active = inhibition above about 58%; tested in S. cerevisiae
PMI inhibition: MPI inhibition at elevated mannose 6-phosphate – biochemical, fluorescence intensity, high mannose 6-phosphate, primary screen (AID 1220); inhibition, % at 20 µM; hits with a dose series show IC50 in µM; recombinant PMI enzyme, coupled fluorescence intensity; higher % means a stronger effect; 190,000 tested, 0.66% active
Autophagy mod: alters autophagy in cells | MEF GFP-LC3 puncta imaging; test concentration mostly 10 µM | calls only at 10 µM (by protocol) | 190,000 tested, 0.98% active | AID 463193;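 active = percentage of spot-positive cells more than 3 SD above its plate mean, without a fluorescence outlier flag or 80% toxicity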;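 note: spot-positive cell cutoff set from DMSO-treated cells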
Ins promoter up: MIN6 insulin promoter up-regulation; MIN6 insulin promoter-GFP reporter, high-content imaging; active compounds read high; z-score at 5 µM; 190,000 tested, 0.3% active;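 active = z-score above 3 at 5 µM with at least 500 cells counted in the well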
MT stabilize HCS: microtubule stabilizers in HeLa cells; HeLa tubulin immunostaining HCS, 24 h; share of cells brighter than vehicle mean+2SD; 200,000 tested, 0.83% active; AID 2205; % tubulin-high responders, % at 10 µM;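 active = plate Z-score above 3 for both tubulin-high and condensed-nucleus cell shares, with cell loss under 80%, at 10 µM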;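 note: anti alpha tubulin signal scored within the nucleus-defined area of each cell; some results filed as inactive read as strong as hits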
WT yeast gro inh mutant strain: recorded beside WT yeast gro inh, whose call it bears; inhibition, %; mitochondrial fusion phenotypic screen, mutant strain inhibition
Dynein transport cytoplasmic EGFP: further read-out of Dynein transport, marked with its call; z-score; measured here: cytoplasmic GR-EGFP intensity; active compounds read high
Dynein transport nuclear GR-EGFP: recorded beside Dynein transport, whose call it bears; z-score; measured here: nuclear GR-EGFP intensity;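 lower value marks the stronger effect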
Dynein transport cell count: also measured in Dynein transport; calls as there; z-score; measured here: cell count per field
Ins promoter up cell count: further read-out of Ins promoter up, marked with its call; cell count; measured here: cytotoxicity, nuclei count;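 total cells summed across four imaged fields per well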
bCat nuc transl cell count 5 µM: second read-out of bCat nuc transl, no call of its own (marks repeat the call); cell count; measured here: cell count, cytotoxicity flag
MT stabilize HCS Hoechst-high %: further read-out of MT stabilize HCS, marked with its call; % Hoechst-high responders; measured here: nuclear condensation Hoechst responders;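 share of cells brighter than vehicle mean plus two SD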
MT stabilize HCS cytotoxicity %: also measured in MT stabilize HCS; calls as there; toxicity, %; measured here: cytotoxicity by cell density;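 0% = mean cell density of plate MIN control wells and 100% = no cells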
Autophagy mod cell loss 18 h: further read-out of Autophagy mod, marked with its call; toxicity, %; measured here: cell loss, nuclei count;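 cell loss after 18 h compound exposure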
* hit, by the source's call. Cut-off read from the data, not from the text of the source, unless noted: active = inhibition above about 50%; inactive = the rest.

`O=CNC1CCCc2c1[nH]c1ccc(Cl)cc21` (stereo unspecified) gave PMI inhibitors 9%, Yfh1-off respiration inactive, bCat nuc transl -1.6, Dynein transport -0.79, WT yeast gro inh -4, PMI inhibition 15%, Autophagy mod inactive, Ins promoter up 2.6, MT stabilize HCS 19, WT yeast gro inh mutant strain -8, Dynein transport cytoplasmic EGFP -0.18, Dynein transport nuclear GR-EGFP -0.49, Dynein transport cell count 1.1, Ins promoter up cell count 1110, bCat nuc transl cell count 5 µM 1187, MT stabilize HCS Hoechst-high % 1.1, MT stabilize HCS cytotoxicity % 14 and Autophagy mod cell loss 18 h -4.
`CCOC(=O)CSc1nc2cccnc2n1C` gave PMI inhibitors 5%, Yfh1-off respiration inactive, bCat nuc transl 0.8, Dynein transport 0.14, WT yeast gro inh -10, PMI inhibition 8%, Autophagy mod inactive, Ins promoter up -0.04, MT stabilize HCS 1.6, WT yeast gro inh mutant strain -3, Dynein transport cytoplasmic EGFP -0.35, Dynein transport nuclear GR-EGFP -0.44, Dynein transport cell count 0.84, Ins promoter up cell count 1470, bCat nuc transl cell count 5 µM 1487, MT stabilize HCS Hoechst-high % 1.8, MT stabilize HCS cytotoxicity % 5.5 and Autophagy mod cell loss 18 h -15.
Screening CCOc1cc(/C=N/NC(=O)c2cccnc2)ccc1OC(=O)c1ccco1 returned PMI inhibitors 1%, Yfh1-off respiration inactive, bCat nuc transl -0.5, Dynein transport -0.00016, WT yeast gro inh -9, PMI inhibition 1%, Autophagy mod inactive, Ins promoter up 0.13, MT stabilize HCS 2.5, WT yeast gro inh mutant strain 9, Dynein transport cytoplasmic EGFP -0.29, Dynein transport nuclear GR-EGFP 0.034, Dynein transport cell count 0.44, Ins promoter up cell count 1310, bCat nuc transl cell count 5 µM 1060, MT stabilize HCS Hoechst-high % 2.0, MT stabilize HCS cytotoxicity % 6.8 and Autophagy mod cell loss 18 h 6.
`COC(=O)c1ccc(Cn2nc(C)c(Br)c2C)cc1` gave PMI inhibitors 1%, Yfh1-off respiration inactive, bCat nuc transl -1.4, Dynein transport 0.95, WT yeast gro inh 4, PMI inhibition -2%, Ins promoter up -0.52, MT stabilize HCS 1.7, WT yeast gro inh mutant strain 1, Dynein transport cytoplasmic EGFP -0.14, Dynein transport nuclear GR-EGFP 0.83, Dynein transport cell count -0.54, Ins promoter up cell count 951, bCat nuc transl cell count 5 µM 1236, MT stabilize HCS Hoechst-high % 1.6 and MT stabilize HCS cytotoxicity % 9.4.
Cc1ccc(S(=O)(=O)N2CCCC(C(=O)NCC3COCCO3)C2)cc1 (stereo unspecified) was read as PMI inhibitors -3%, Yfh1-off respiration inactive, bCat nuc transl -1.0, Dynein transport -0.16, WT yeast gro inh -2, PMI inhibition 0%, Autophagy mod inactive, Ins promoter up -0.9, MT stabilize HCS 1.3, WT yeast gro inh mutant strain 2, Dynein transport cytoplasmic EGFP -0.19, Dynein transport nuclear GR-EGFP -0.25, Dynein transport cell count 0.37, Ins promoter up cell count 1465, bCat nuc transl cell count 5 µM 1080, MT stabilize HCS Hoechst-high % 2.0, MT stabilize HCS cytotoxicity % 9.6 and Autophagy mod cell loss 18 h -1.
O=C(Nc1cccc(-c2cc3ccccc3oc2=O)c1)c1ccc(Br)o1 was read as PMI inhibitors -1%, Yfh1-off respiration inactive, bCat nuc transl 4.3, Dynein transport 0.078, WT yeast gro inh 14, PMI inhibition 0%, Autophagy mod inactive, Ins promoter up -0.42, MT stabilize HCS 3.9, WT yeast gro inh mutant strain 10, Dynein transport cytoplasmic EGFP 0.88, Dynein transport nuclear GR-EGFP 0.4, Dynein transport cell count -0.62, Ins promoter up cell count 1017, bCat nuc transl cell count 5 µM 1185, MT stabilize HCS Hoechst-high % 2.0, MT stabilize HCS cytotoxicity % 9.3 and Autophagy mod cell loss 18 h 23.
For COCCCNC(=O)CN(C1CCCCC1)S(=O)(=O)c1ccc(C)cc1 the results were PMI inhibitors 0%, Yfh1-off respiration inactive, bCat nuc transl -0.2, Dynein transport -0.28, WT yeast gro inh -19, PMI inhibition 1%, Autophagy mod inactive, Ins promoter up 0.34, MT stabilize HCS 3.0, WT yeast gro inh mutant strain -12, Dynein transport cytoplasmic EGFP 0.38, Dynein transport nuclear GR-EGFP 0.1, Dynein transport cell count 0.23, Ins promoter up cell count 1119, bCat nuc transl cell count 5 µM 714, MT stabilize HCS Hoechst-high % 2.3, MT stabilize HCS cytotoxicity % 3.3 and Autophagy mod cell loss 18 h 20.
Screening CCOc1cc(C2NC(=S)NC(C)=C2C(=O)Nc2ccccc2)ccc1O (stereo unspecified) returned Yfh1-off respiration inactive, bCat nuc transl -0.2, Dynein transport 0.78, Ins promoter up 0.19, Dynein transport cytoplasmic EGFP -0.25, Dynein transport nuclear GR-EGFP 1.5, Dynein transport cell count -0.86, Ins promoter up cell count 784 and bCat nuc transl cell count 5 µM 1389.
`COc1ccc([N+](=O)[O-])cc1NC(=O)CSCc1ccccc1` gave PMI inhibitors 5%, Yfh1-off respiration inactive, bCat nuc transl -0.8, Dynein transport 0.27, WT yeast gro inh -8, PMI inhibition 7%, Autophagy mod inactive, Ins promoter up -0.84, MT stabilize HCS 6.7, WT yeast gro inh mutant strain -7, Dynein transport cytoplasmic EGFP -0.24, Dynein transport nuclear GR-EGFP 0.23, Dynein transport cell count -0.27, Ins promoter up cell count 1451, bCat nuc transl cell count 5 µM 1121, MT stabilize HCS Hoechst-high % 1.5, MT stabilize HCS cytotoxicity % 7.7 and Autophagy mod cell loss 18 h 12.
`O=C(NC1CCCC1)C(c1ccc(Cl)cc1)N1CCN(C2CCCCC2)CC1` (stereo unspecified) gave Yfh1-off respiration inactive, bCat nuc transl 0.3, Dynein transport 2.1, Ins promoter up 0.26, Dynein transport cytoplasmic EGFP -0.072, Dynein transport nuclear GR-EGFP 0.97, Dynein transport cell count -1.9, Ins promoter up cell count 1060 and bCat nuc transl cell count 5 µM 1240.
Cc1ccc(C(=O)NNC(=S)NC(=O)c2ccc(Cl)cc2Cl)cc1 was read as PMI inhibitors -14%, Yfh1-off respiration inactive, bCat nuc transl 0.1, Dynein transport 0.92, WT yeast gro inh 46, PMI inhibition -17%, Autophagy mod inactive, Ins promoter up 0.01, MT stabilize HCS 1.2, WT yeast gro inh mutant strain 35, Dynein transport cytoplasmic EGFP -0.16, Dynein transport nuclear GR-EGFP 1.2, Dynein transport cell count -0.18, Ins promoter up cell count 935, bCat nuc transl cell count 5 µM 1192, MT stabilize HCS Hoechst-high % 0.9, MT stabilize HCS cytotoxicity % 8.1 and Autophagy mod cell loss 18 h -4.
Screening CC(C)C[C@H](NC(=O)c1ccc(OC2CCN(C(=O)C3CC3)CC2)cc1)C(N)=O returned PMI inhibitors -2%, Yfh1-off respiration inactive, bCat nuc transl 1.3, Dynein transport -0.33, WT yeast gro inh 8, PMI inhibition -8%, Autophagy mod inactive, Ins promoter up -0.14, MT stabilize HCS 3.3, WT yeast gro inh mutant strain 13, Dynein transport cytoplasmic EGFP -0.32, Dynein transport nuclear GR-EGFP -0.36, Dynein transport cell count 1, Ins promoter up cell count 1414, bCat nuc transl cell count 5 µM 984, MT stabilize HCS Hoechst-high % 2.0, MT stabilize HCS cytotoxicity % 2.8 and Autophagy mod cell loss 18 h -2.
Screening CCOc1ccc(NC(=O)CSc2nnc(COc3c(C)cccc3C)o2)cc1 returned PMI inhibitors 0%, Yfh1-off respiration inactive, bCat nuc transl 2.0, Dynein transport -0.62, WT yeast gro inh -2, PMI inhibition 1%, Ins promoter up -0.74, MT stabilize HCS 3.6, WT yeast gro inh mutant strain -2, Dynein transport cytoplasmic EGFP -0.25, Dynein transport nuclear GR-EGFP -0.13, Dynein transport cell count 0.43, Ins promoter up cell count 1508, bCat nuc transl cell count 5 µM 1075, MT stabilize HCS Hoechst-high % 1.2 and MT stabilize HCS cytotoxicity % 6.0.
`Cc1ccc(S(=O)(=O)NC(=O)Nc2c(C)n(C)n(-c3ccccc3)c2=O)cc1` gave PMI inhibitors -4%, Yfh1-off respiration inactive, bCat nuc transl -6.4, Dynein transport 2.1, WT yeast gro inh -10, PMI inhibition -6%, Autophagy mod inactive, Ins promoter up 0.67, MT stabilize HCS 2.4, WT yeast gro inh mutant strain -10, Dynein transport cytoplasmic EGFP -0.25, Dynein transport nuclear GR-EGFP 1.8, Dynein transport cell count -1.1, Ins promoter up cell count 1238, bCat nuc transl cell count 5 µM 958, MT stabilize HCS Hoechst-high % 1.3, MT stabilize HCS cytotoxicity % 1.0 and Autophagy mod cell loss 18 h -9.
`CCc1cc(=O)oc2cc(C)cc(OC(C)C(=O)O)c12` (stereo unspecified) gave PMI inhibitors -3%, Yfh1-off respiration inactive, bCat nuc transl 0.1, Dynein transport -0.67, WT yeast gro inh 7, PMI inhibition -6%, Autophagy mod inactive, Ins promoter up -0.65, MT stabilize HCS 2.1, WT yeast gro inh mutant strain -4, Dynein transport cytoplasmic EGFP -0.17, Dynein transport nuclear GR-EGFP -0.45, Dynein transport cell count 0.6, Ins promoter up cell count 1543, bCat nuc transl cell count 5 µM 1368, MT stabilize HCS Hoechst-high % 2.0, MT stabilize HCS cytotoxicity % 8.5 and Autophagy mod cell loss 18 h -3.
